From PubChem BioAssay
WRN helicase inh – inhibitors of human WRN helicase; Q14191; WRN helicase unwinding, fluorescent forked duplex, kinetic; Potency, µM (top dose mostly 114 µM), inactives show top-dose activity change, negative = inhibition, most hits filed as inhibitors; actives 0.46% (n = 360,000); further: potency means the concentration at half of the fitted maximal effect; on the % scale 0 is the no-effect control and ±100 the full control effect; nearly all actives have a fitted effect of over 55% in size
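Fluorescence dequenching readout, ex 525 nm/em 598 nm, kinetic mode: forked duplex DNA (100 nM final) with adjacent fluorophore and quencher unwound by WRN (20 nM final) with 2 mM ATP. Compound preincubation 15 min, room temperature.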
IL2 activator – activates IL-2 in a cell-based reporter assay; IL-2 activation reporter assay, cell-based qHTS; stimulated with anti-CD3/CD4/CD28 beads; in transgenic mouse T cells; activation, % (series mostly up to about 46 µM); actives 0.065% (n = 360,000); in the data active means activation above about 50%; inconclusive means mostly about 30% to 49%; further: 0% is about no effect
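Unstimulated transgenic mouse T cells, 750 per well, received compound and, after 60 minutes, anti-CD3/anti-CD4 bead plus anti-CD28 stimulation. EGFP and DsRed were quantified after 18 hours.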
PI5P4Ka inh – inhibitors of human PI5P4K alpha. actives 1.2% (n = 330,000). max response, %. P48426. PI5P4Kalpha enzyme, ADP-Glo luminescence, 60 min; active compounds read low; active means max response of -50% or lower; inconclusive means between -30% and -50%; inactive means -30% or higher; further: value at the top dose of about 77 µM; on the % scale 0 is the no-effect control and ±100 the full control effect
Target sequence (P48426 whole entry, looked up): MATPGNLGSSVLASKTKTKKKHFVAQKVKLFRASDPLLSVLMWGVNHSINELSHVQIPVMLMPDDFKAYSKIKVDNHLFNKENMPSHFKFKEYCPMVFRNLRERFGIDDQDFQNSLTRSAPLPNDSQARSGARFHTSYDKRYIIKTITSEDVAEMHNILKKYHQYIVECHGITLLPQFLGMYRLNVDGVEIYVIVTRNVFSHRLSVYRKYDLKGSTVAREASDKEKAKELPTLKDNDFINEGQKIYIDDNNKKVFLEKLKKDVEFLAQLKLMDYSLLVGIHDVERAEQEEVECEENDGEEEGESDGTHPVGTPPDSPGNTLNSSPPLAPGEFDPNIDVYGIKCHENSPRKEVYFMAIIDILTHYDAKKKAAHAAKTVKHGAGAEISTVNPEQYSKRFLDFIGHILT
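PI5P4Kalpha ADP-Glo assay; 5 microM ATP final; 60 min RT reaction; HEPES pH 7.4/EGTA/CHAPS, 5% DMSO; controls lacking substrate or enzyme; luminescent end-point.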
CCT modulator – cytosolic chaperonin activity modulation | purified chaperonin ATPase assay, HTRF ADP detection, 30 min | activity change, % (test concentration not listed), hits read low | actives 0.3% (n = 360,000); in the data active means activity change below about -30%; further: on the % scale 0 is the no-effect control and ±100 the full control effect
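Nucleotide hydrolysis assay: TRiC at 20–40 nM final (set by batch activity) with 10 uM ATP, 30 min at 37 °C, in presence of 76 uM compound. Detection by competitive ADP HTRF, 30 min ambient.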
EPAC1 ag – agonists of human EPAC1. Potency, µM (series often up to 154 µM), for the others: at the top dose activation, most hits filed as activators. actives 0.073% (n = 360,000). AID 720707. EPAC1 agonist qHTS, biochemical assay; response scale: 100% = response to 6.5 mM cAMP. O95398; further: potency means the concentration at half of the fitted maximal effect; nearly all actives have a fitted effect of over 60% in size
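Nucleotide exchange by EPAC1 (100 nM) on Rap1B–BODIPY-GDP (250 nM) in the presence of 50 uM GDP is tracked fluorescently at 480/540 nm over 30 min. Signals are normalized to a 6.5 mM cAMP control.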
PLK1 PBD inh – blocks phosphopeptide binding to human PLK1 polo-box domain; P53350; Plk1 PBD binding of FITC phosphopeptide, fluorescence polarization; Potency, µM, inactives show max response, negative = inhibition, usual class: inhibitors; actives 2.8% (n = 360,000); further: potency means the concentration at half of the fitted maximal effect; series mostly up to about 57 µM; on the % scale 0 is the no-effect control and ±100 the full control effect; nearly all actives have a fitted effect of over 65% in size
Target sequence (P53350 whole entry, looked up, the tested form may be a part): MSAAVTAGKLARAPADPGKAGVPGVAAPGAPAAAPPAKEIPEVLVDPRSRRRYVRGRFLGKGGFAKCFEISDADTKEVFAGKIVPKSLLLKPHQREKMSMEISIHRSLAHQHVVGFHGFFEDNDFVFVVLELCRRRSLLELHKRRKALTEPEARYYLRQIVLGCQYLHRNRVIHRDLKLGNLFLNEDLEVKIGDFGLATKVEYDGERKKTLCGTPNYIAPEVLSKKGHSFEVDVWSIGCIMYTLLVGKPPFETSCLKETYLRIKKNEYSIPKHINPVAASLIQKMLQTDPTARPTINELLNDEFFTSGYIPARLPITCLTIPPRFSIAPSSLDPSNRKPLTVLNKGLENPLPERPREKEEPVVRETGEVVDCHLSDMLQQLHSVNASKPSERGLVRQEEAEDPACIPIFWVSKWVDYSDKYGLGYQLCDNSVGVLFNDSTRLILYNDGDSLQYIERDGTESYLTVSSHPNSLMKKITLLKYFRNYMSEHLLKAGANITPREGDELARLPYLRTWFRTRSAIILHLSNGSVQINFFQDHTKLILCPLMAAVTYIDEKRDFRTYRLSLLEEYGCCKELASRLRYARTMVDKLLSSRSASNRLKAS
EPAC1 antag – antagonists of human EPAC1; O95398; EPAC1 GEF assay, Rap1b-BODIPY-GDP exchange fluorescence; Potency, µM (doses to about 115 µM), for the others: at the top dose activity change, negative = inhibition, actives largely listed as inhibitors; actives 0.14% (n = 360,000);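 further: potency means the concentration at half of the fitted maximal effect; plate controls were vehicle for no effect and positive control for full effect; nearly all actives have a fitted effect of over 50% in size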
EPAC2 ag – agonists of human EPAC2 (RAPGEF4); Potency, µM (titrated, usually from 154 µM), for inactives: top-dose activation, usual class: activators; actives 0.079% (n = 360,000); EPAC2 activation, biochemical qHTS; response scale: 100% = 6.5 mM cAMP response; AID 720711; Q8WZA2; further: potency means the concentration at half of the fitted maximal effect; nearly all actives have a fitted effect of over 50% in size
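Fluorescence exchange assay: 100 nM EPAC2 with 250 nM RAP1B-BODIPY-GDP and 50 uM GDP; compounds tested as a concentration-titration series (qHTS). Loss of Rap1-bound BODIPY-GDP fluorescence read at 480/540 nm; data normalized to 6.5 mM cAMP.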
* = called active by the depositor; ? = inconclusive; / = no result given; [ ] = remark or other dose. Unless noted, the call rests on the fitted dose curve; in most records, active means well fitted curve in the direction sought with a large enough effect; inconclusive means small, poorly fitted or top-dose-only effect, or another doubt; inactive means no such curve, though single readings can be large; an effect the other way counts as inactive or inconclusive. These rows are one share of the data; the hit share may differ from the screen's.

A first look:
SMILES	WRN helicase inh	IL2 activator	PI5P4Ka inh	CCT modulator	EPAC1 ag	PLK1 PBD inh	EPAC1 antag	EPAC2 ag
Cc1cc2ccccn2c1C(=O)c1cc([N+](=O)[O-])cc([N+](=O)[O-])c1	0%	-0.2	-5	0.1	2%	-6%	-6%	13%
Cc1cccc2sc(NC(=O)Cn3cccc3)nc12	5%	0.6	6	0.1	-17%	4%	-7%	4%

This part in full, previewed entries included:
SMILES	WRN helicase inh	IL2 activator	PI5P4Ka inh	CCT modulator	EPAC1 ag	PLK1 PBD inh	EPAC1 antag	EPAC2 ag
Cc1cc2ccccn2c1C(=O)c1cc([N+](=O)[O-])cc([N+](=O)[O-])c1	0%	-0.2	-5	0.1	2%	-6%	-6%	13%
Cc1cccc2sc(NC(=O)Cn3cccc3)nc12	5%	0.6	6	0.1	-17%	4%	-7%	4%
O=C(CCNS(=O)(=O)c1ccccc1)OCC(=O)c1ccc(Br)cc1	-16%	-0.7	-1	-0.5	4%	-9%	-5%	9%
O=C(NCc1ccccc1Cl)c1ccc2sc([C@@H]3O[C@H](CO)[C@H](O)[C@H](O)[C@H]3O)nc2c1	6%[57.1 µM]	0.1	0	0.1	8%	-7%	5%	2%
C=CCn1cccc(C(=O)Nc2ccc(C)c(Cl)c2)c1=O	2%	0.4	19	-4.3	2%	2%	-4%	-8%
CCOc1ccc(NC(=O)C2CC(=O)NC(N3CCc4ccccc43)=N2)cc1 (centres undefined)	-1%	0.1	/	-0.8	5%	-1%	0%	-7%
COC(=O)Nc1ccc(S(=O)(=O)N(C)C)cc1	2%	0.1	/	-3.8	-17%	-1%	12%	2%
COc1ccc(N(C(=O)c2ccco2)C(C(=O)NC2CCCCC2)c2ccccc2)cc1 (centres undefined)	-20%	-3.8	4	3.3	-10%	-3%	12%	-12%
O=[N+]([O-])c1ccc(SCCO)nc1SCCO	-9%	0.2	1	1.9	-2%	-11%	4%	5%
CCC(=O)Nc1ccc(NC(=O)c2ccc3c(c2)OCO3)cc1	-10%	0.1	-6	-3.0	-6%	-9%	-1%	-11%
COCc1cc(=O)[nH]c(/N=C(\N)Nc2cccc(C)c2)n1	-5%	-3.0	1	-1.1	0%	-8%	-1%	8%
Cc1cc2oc(C(=O)NC3CCS(=O)(=O)C3)cc(=O)c2cc1C (centres undefined)	1%	-3.5	3	2.0	-1%	-1%	16%	3%
Cc1onc(-c2c(F)cccc2Cl)c1C(=O)OCn1nnc2ccccc2c1=O	9%	-3.6	2	0.3	2%	-17%	13%	9%
N/C(=N\OC(=O)CC1CCCCC1)c1ccncc1	6%	4.1	-5	3.1	7%	-7%	8%	8%
COc1cc(/C=N/NC(=O)c2cccnc2)ccc1OCC(=O)N1CCOCC1	3%	0.4	2	-1.8	6%	-10%	-2%	8%
CN(Cc1ccccc1)c1ccc(C(CC(N)=O)NC(=O)Cc2cccc3ccccc23)cc1[N+](=O)[O-] (centres undefined)	-6%	-2.0	3	-0.7	-10%	-4%	-22%	-2%
Cc1nc2ccccc2c2c1C(=O)N(C)C2=O	-17%	1.6	/	2.5	-4%	-1%	-1%	-4%
CCS(=O)(=O)N1CCCC(C(=O)NCc2ccc(C)cc2)C1 (centres undefined)	-1%	-0.4	-8	-2.4	3%	-4%	-6%	0%
O=c1c(-c2ccc(Cl)cc2)coc2c(CN3CCCCC3)c(O)ccc12	3%	-0.5	6	-6.4	-2%	3%	0%	1%
CC1=NN(c2ccc(S(=O)(=O)O)cc2C)C(=O)C1	-7%	0.5	-13	-0.9	-1%	?	-7%	4%
Cc1cc(-c2n[nH]c(=S)n2/N=C/c2cccc(O)c2)n[nH]1	-8%	-2.7	-8	-3.9	2%	-11%	-5%	10%
COc1ccc(-n2ncc3c(NCCN4CCOCC4)ncnc32)cc1	-1%	0.2	0	-0.3	4%	-5%	17%	2%
CCOC(=O)c1c(S(=O)(=O)NCCc2ccccc2)c(C)n(C)c1C	-5%	0.0	5	-1.5	10%	-10%	-12%	13%
CCCCCCCCn1cc(C(C)=O)c(=O)[nH]c1=O	-13%	-0.5	0	-1.9	-6%	0%	9%	2%
CC(=O)Nc1n[nH]c(S(=O)(=O)Cc2ccc(Cl)cc2Cl)n1	-6%	0.2	-10	1.0	4%	-2%	-22%	2%
Cc1c(Oc2ccc(C(F)(F)F)cc2[N+](=O)[O-])ccc2c3c(c(=O)oc12)CCC3	-20%[57.1 µM]	-0.6	0	-0.7	10%	-7%	23%	-14%
O=C(NCCc1ccccc1)C(=O)N/N=C/c1ccc2c(c1)OCO2	-3%	-0.4	2	-3.4	-4%	-11%	7%	-19%
O=C(CSc1nnc(-c2cccc(Br)c2)o1)NCC1CCCO1 (centres undefined)	0%	-2.4	-5	-7.7	7%	-9%	4%	19%
CCC(C)(NC(=O)c1ccccn1)C(=O)NC1CCCCC1 (centres undefined)	-4%	1.8	1	0.1	9%	1%	-11%	1%
CCOC(=O)N1CCN(C(=O)Nc2sc3nc4n(c(=O)c3c2C)CCC(C)CC4)CC1 (centres undefined)	-4%	-1.3	/	-0.1	11%	-17%	-16%	7%
COc1cnc(SCc2ccc(Cl)cc2)nc1Cl	-5%	-0.8	/	-0.9	12%	-2%	0%	9%
CC(C)NC(=O)C1(C)CN(S(C)(=O)=O)CC(=O)N1CCCn1ccnc1 (centres undefined)	-4%	-0.2	-1	/	9%	-2%	-10%	7%
COc1cc(/C=C/C(=O)Nc2ccc(OC)c(S(=O)(=O)N3CCOCC3)c2)ccc1OC(F)F	?	-6.3	-1	-2.3	-5%	2%	-16%	2%
NC(=O)c1c(NC(=O)Cn2cnc([N+](=O)[O-])n2)sc2c1CCCC2	0%	0.8	?	-0.8	8%	-3%	-11%	6%
COc1ccccc1N1C(=O)C2CC=CC(C)C2C1=O (centres undefined)	5%	4.9	-2	-0.8	3%	-16%	-8%	12%
Cc1cccc(Oc2ccc3c(c2)cc(C(=O)O)n3C)c1	5%	1.1	2	-1.3	-12%	-23%	-4%	12%
O[C@@H]1CN(Cc2cccs2)[C@@H](c2ccc(Cl)cc2)C[C@H]1n1cc(C2CC2)nn1	-10%	0.5	4	0.1	-2%	-4%	-2%	3%
O=C(Nc1ccc(F)c(Cl)c1)C1CC2CCC1C2 (centres undefined)	0%	0.7	-5	0.3	13%	-10%	-10%	10%
CC1(C)CC(=O)C(C=NCCO)=C(O)C1	13%	-3.0	0	1.8	-2%	27µM*	-4%	7%
O=C(CC1C(=O)NCCN1Cc1ccoc1)NCc1cccc(OC(F)(F)F)c1 (centres undefined)	4%	1.1	1	-0.9	-8%	-20%	-7%	-10%
Cc1ccc(C)c(NC(=O)NNC(=O)c2cc3occc3[nH]2)c1	-2%	0.2	1	-2.9	10%	-9%	1%	6%
COc1cc(CNCCc2ccc(S(N)(=O)=O)cc2)ccc1OCc1ccc(Cl)cc1	-12%	-2.4	/	-0.7	2%	-5%	-10%	12%
O=C(C[C@H]1C(=O)N(CCc2ccccc2)C[C@@H]1Cc1ccccc1)Nc1ccccc1	-8%	-1.9	-6	0.5	-12%	-4%	-2%	6%
COc1ccc(NC(=O)c2cc([N+](=O)[O-])ccc2N2CCCC2)cc1	-9%	-0.4	-1	-0.5	12%	-9%	?	20%
COc1cccc(OCc2nn3c(=O)c(-c4ccccc4)nnc3s2)c1	4%	0.6	-6	2.0	7%	-6%	-9%	-2%
CC(=O)NCCC(=O)N1CCCC(N2CCN(c3cccc(Cl)c3)CC2)C1 (centres undefined)	3%	0.1	-7	0.5	14%	-4%	-9%	11%
COc1ccc(C2N(c3ccccc3)C(=O)C2(F)F)cc1OC (centres undefined)	-4%	0.3	2	-7.2	7%	-3%	-4%	8%
C/C(=N\NC(=O)c1ccc(N2CCCC2=O)cc1)c1ccc(O)cc1O	-10%[11.6 µM]	0.7	1	-1.0	4%	-19%	-20%	7%

A draw from above in order of SMILES length, falling.
SMILES	WRN helicase inh	IL2 activator	PI5P4Ka inh	CCT modulator	EPAC1 ag	PLK1 PBD inh	EPAC1 antag	EPAC2 ag
COc1ccc(NC(=O)c2cc([N+](=O)[O-])ccc2N2CCCC2)cc1	-9%	-0.4	-1	-0.5	12%	-9%	?	20%
CC(=O)NCCC(=O)N1CCCC(N2CCN(c3cccc(Cl)c3)CC2)C1 (centres undefined)	3%	0.1	-7	0.5	14%	-4%	-9%	11%
COc1ccc(C2N(c3ccccc3)C(=O)C2(F)F)cc1OC (centres undefined)	-4%	0.3	2	-7.2	7%	-3%	-4%	8%

Additional entries follow:
SMILES	WRN helicase inh	IL2 activator	PI5P4Ka inh	CCT modulator	EPAC1 ag	PLK1 PBD inh	EPAC1 antag	EPAC2 ag
COc1ccc(OCCCC(=O)NC(C)c2ccccc2)cc1 (centres undefined)	0%	0.4	-8	1.4	7%	-25%	4%	-4%
Cc1oc(/N=C/c2ccc(Cl)cc2)c(C#N)c1C	3%	0.8	/	-1.2	0%	?	-2%	14%
CN1CCN(C(=O)c2cc([N+](=O)[O-])cc([N+](=O)[O-])c2)CC1	0%	0.9	0	-0.9	15%	-1%	-25%	6%
Cc1cc(C(=O)NCC(c2ccco2)N2CCCC2)c2ccccc2n1 (centres undefined)	-4%	1.5	5	1.5	5%	0%	4%	10%
C=CCn1c(N)cc(=O)nc1SC(C)C(=O)Nc1ccc(C(=O)OCC)cc1 (centres undefined)	-1%	-0.8	1	-2.6	-6%	-5%	-19%	4%
CCN1C(=NCCc2cccnc2)N[C@@H](c2ccccc2)C(C(=O)OC)=C1C	3%	1.5	-9	-3.6	1%	-9%	-9%	1%
COc1cc(C(C)=O)ccc1Oc1ncnc2c1cnn2-c1ccc(C)c(C)c1	6%	-0.6	2	-0.5	-8%	0%	0%	4%
CCOC(=O)c1c(C=O)c2ccccc2n1CC	2%	0.4	-9	1.1	-8%	4%	-11%	1%
Nc1nnc(SCC(=O)N2CCc3ccccc32)n1-c1ccccc1	-3%	-3.5	0	0.4	-1%	-4%	5%	4%
COc1ccc(NC(=O)c2cc(C3CCCCN3C(=O)c3cc(C(C)(C)C)nn3C)on2)c(C)c1 (centres undefined)	2%	-0.9	14	1.6	-8%	3%	3%	-5%
O=C(COc1cccc(C(F)(F)F)c1)Nc1ccc(S(=O)(=O)N2CCCCC2)cc1	-7%	-3.3	-5	-1.2	2%	-16%	?	-2%
COc1ccccc1NS(=O)(=O)c1ccc(C)c(C(=O)NCCCN2CCCC2=O)c1	-11%	0.3	7	-1.8	2%	-8%	-11%	7%
Cn1c(SCc2ccc(Br)cc2)nnc1-c1cccs1	-4%	-1.7	-2	-1.9	10%	-9%	9%	11%
CCOC(=O)C1CCN(C(=O)CCNS(=O)(=O)c2cc(Br)cnc2N)CC1	2%	1.3	0	-1.8	7%	?	17%	13%
